Compound activity as filed in PubChem BioAssay.
RNase H inhibition: RNase H inhibition, HIV 1 Gag Pol polyprotein, FRET biochemical assay, screening (AID 372) | 100,000 compounds, 0.77% hits | inhibition, % at 10 µM; hits with a dose series show IC50 in µM | HIV-1 RT RNase H, FRET RNA/DNA substrate fluorescence; higher % means a stronger effect; in the data active means inhibition above about 50%
* = called active by the depositor. An excerpt; count on the stated rates, not on these rows.

SMILES | RNase H inhibition
O=C(Nc1nc2ccc(Cl)cc2s1)c1ccccc1F | 5%
COc1cc(C(=O)NC(=S)Nc2cccc(NC(=O)c3ccccc3)c2)cc(OC)c1OC | 8%
CC1(C)Cc2c(sc(NC(=S)NC(=O)c3ccccc3)c2C(=O)O)CO1 | 0%
COc1ccccc1N1C(=O)C2ON(c3ccccc3)C(c3cccc([N+](=O)[O-])c3)C2C1=O (stereo not drawn) | 4%
O=C(Nc1cccc(O)c1)c1cccc(NC(=O)c2ccccc2-c2ccccc2C(=O)O)c1 | 0%

Two records picked at random from the list so far, as already listed:
SMILES | RNase H inhibition
O=C(Nc1nc2ccc(Cl)cc2s1)c1ccccc1F | 5%
O=C(Nc1cccc(O)c1)c1cccc(NC(=O)c2ccccc2-c2ccccc2C(=O)O)c1 | 0%
